Source: PubChem (several laboratories)
KCC2 mod: KCC2 cotransporter modulators, thallium flux, primary screen, cell-based, HEK293 KCC2, FluoZin-2 fluorescence, MLSMR. B-score of Tl+ flux slope (higher = more flux/activation; lower = inhibition) at 10 µM. KCC2 cells, thallium flux FluoZin-2 fluorescence. 2.2% of 190,000 active. AID 1456, 2008;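 active = thallium flux slope and its plate-corrected score both differing from the plate sample mean at a set confidence after two filtering rounds, in either direction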;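 also: slope of fluorescence scaled to starting intensity during 10 to 20 s after thallium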
m-calpain inh: inhibitors of pig calpain II, primary screen, biochemical, fluorogenic peptide substrate, 1536-well; purified calpain II, 30 min; 0.37% of 220,000 active; inhibition, % at 16 µM;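 active = inhibition above about 50%, limit read from the data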
Tb hexokinase: Trypanosoma brucei hexokinase 1 inhibitors, primary screen, biochemical, G6PDH-coupled NADH absorbance, MLSCN library. recombinant TbHK1, G6PDH-coupled NADH A340. inhibition, % at 10 µM. 0.11% of 220,000 active. AID 1430, 2008;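 active = inhibition of 50% or more in the single-dose primary screen; inactive = inhibition below 50%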
Furin inhibitor: human furin inhibitors, primary screen, biochemical, fluorescence intensity | 0.061% of 220,000 active | AID 463115, 2010 | purified furin, fluorogenic substrate cleavage | P09958 | inhibition, % at 30 µM; in the data active = inhibition above about 25%; also: inactives centre near -15
Target sequence (P09958 108-714 limits assumed): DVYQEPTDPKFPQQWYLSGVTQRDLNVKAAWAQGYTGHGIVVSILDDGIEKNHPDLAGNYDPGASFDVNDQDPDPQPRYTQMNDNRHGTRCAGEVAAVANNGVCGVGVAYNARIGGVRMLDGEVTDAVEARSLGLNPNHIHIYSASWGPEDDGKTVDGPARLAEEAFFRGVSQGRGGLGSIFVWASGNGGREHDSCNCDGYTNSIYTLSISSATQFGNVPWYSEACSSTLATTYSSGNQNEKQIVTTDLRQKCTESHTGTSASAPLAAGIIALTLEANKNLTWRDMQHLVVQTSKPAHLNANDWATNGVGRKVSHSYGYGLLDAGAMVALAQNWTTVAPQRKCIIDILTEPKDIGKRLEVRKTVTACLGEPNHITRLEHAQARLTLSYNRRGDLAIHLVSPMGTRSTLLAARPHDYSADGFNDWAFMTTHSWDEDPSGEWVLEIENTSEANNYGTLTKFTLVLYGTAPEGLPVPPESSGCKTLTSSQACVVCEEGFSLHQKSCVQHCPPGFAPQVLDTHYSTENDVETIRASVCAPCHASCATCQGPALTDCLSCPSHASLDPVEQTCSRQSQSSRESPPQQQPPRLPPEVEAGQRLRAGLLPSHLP
TRPN1 ag: zebrafish TRPN1 channel agonists, primary screen, cell-based, HEK293, calcium fluorescence; transient receptor potential cation channel N1 (TRPN1/NompC), Danio rerio; 0.18% of 220,000 active; activation, % at 3 µM; AID 1424, 2008; HEK293 zebrafish TRPN1-YFP, Fluo-8 calcium fluorescence; 100% = response to 87 µM carbachol;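 active = activation above its plate's cutoff, the mean activation of test wells on that plate plus 3 SD, cut at about 19% in these data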;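 also: 0% = DMSO alone and 100% = 87 µM carbachol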
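Control set: carbachol 87 µM as high control, DMSO as low control; system: HEK293 stable line with zebrafish TRPN1-YFP; read-out: % activation versus carbachol response; detection: intracellular calcium fluorescence with Fluo-8; doses: single test compound dose, 3 µM nominal, 0.3% DMSO; schedule: dye 1 h 37 °C plus 30 min RT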
EBV gp42 block: Epstein-Barr virus gp42 inhibitors, primary screen, biochemical, uHTS, fluorescence polarization; Fluorescence polarization binding assay, mP read-out; AID 1085, 2008; inhibition, % (tested at 21.74 µM); 0.42% of 220,000 active; Glycoprotein 42 (Epstein-Barr virus (strain AG876)), Q1HVG2; in the data active = inhibition above about 50%
Target sequence (Q1HVG2 whole entry, looked up): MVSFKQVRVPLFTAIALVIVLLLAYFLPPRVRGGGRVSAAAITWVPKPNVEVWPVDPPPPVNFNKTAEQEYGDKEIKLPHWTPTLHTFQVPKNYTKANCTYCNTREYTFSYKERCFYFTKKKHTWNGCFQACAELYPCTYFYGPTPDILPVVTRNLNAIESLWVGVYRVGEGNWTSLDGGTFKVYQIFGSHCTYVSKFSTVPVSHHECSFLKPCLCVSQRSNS
TRPML3 ag: human TRPML3 channel agonists, primary screen, cell-based, HEK293 TRPML3-YFP, Fluo-8 calcium fluorescence, 3 µM. Mucolipin-3 (Homo sapiens), Q8TDD5. 100% = the carbachol control signal. activation, % at 3 µM. 0.29% of 220,000 active. AID 1448, 2008;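 active = activation above its plate's cutoff, the mean activation of the plate's test wells plus 3 SD, cut at about 12% in these data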;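 also: 0% = DMSO only wells and 100% = carbachol wells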
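Test system: TRPML3-YFP stable HEK293 cells. Doses: single point at 3 µM. Incubation: dye loading 1 h 37 °C then 30 min ambient, 125 s read. Signal: Fluo-8 calcium dye fluorescence, ex 470-495, em 515-575 nm. Measure: percent activation from peak-to-basal fluorescence ratio, scaled between DMSO and carbachol.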
Thrombin inh: human alpha-thrombin inhibitors, primary screen, counter-screen for coagulation protease inhibitor project, biochemical, 1536-well, fluorogenic AMC substrate; Prothrombin (Homo sapiens), P00734; Boc-VPR-AMC fluorogenic substrate cleavage; inhibition, % at 5 µM; 0.26% of 220,000 active; AID 1046, 2008;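 active = inhibition at or above 40%; inactive = inhibition below 40%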;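 also: 0% = enzyme with no compound and 100% = wells without enzyme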
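Material: Human alpha-thrombin protein | Buffer or medium: pH 7.5 Tris-saline with Tween 20 | Reagent: Boc-VPR-AMC substrate, 15 µM final | Schedule: Reaction at ambient temperature | Detection: AMC fluorescence at 355 nm excitation and 460 nm emission | Evaluation: Percent inhibition scaled between no-compound controls and no-enzyme blanks | Controls: no-compound enzyme wells and no-enzyme blanks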
PPC-1+TRAIL kill: compounds killing PPC-1 cancer cells with TRAIL present, primary screen, TRAIL potentiator project, ATPLite luminescence, uHTS; PPC-1 cells + TRAIL, ATPLite viability luminescence; cell killing (% activity), % at 4 µM; 0.41% of 220,000 active;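 active = cell killing above 50% in the first pass at 4 µM, then a duplicate retest at 5 µM averaging 50% or more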;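 also: plate controls were cells with TRAIL plus DMSO for no effect and medium-only wells lacking cells for full effect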
The depositor's hits bear a star; i = inactive; · = not tested or not shown; [ ] = dose if it differs, or a comment.

nr | compound | m-calpain inh | TRPN1 ag | TRPML3 ag | KCC2 mod | Furin inhibitor
1 | CC(C)(C)c1ccc(C(=O)CC(=O)c2cc(Cl)ccc2O)cc1 | -91 | 0.7 | 0.6 | 4.4* | -17[20 µM]
2 | CC1CN(Cc2nc3c(c(=O)[nH]c(=O)n3C)n2CCCc2ccccc2)CC(C)O1 (centres undefined) | 13 | 1.0 | 1.4 | 0.097 | -7[20 µM]
3 | Cc1cc(C)c(OC2(c3ccccc3)OC(=O)c3ccccc32)c(C)c1 (centres undefined) | 0 | -1.0 | -0.2 | -0.78 | 2[20 µM]
4 | COc1ccc(C(CNC(=O)CCOc2ccccc2)N(C)C)cc1 (centres undefined) | 6 | 0.0 | 0.5 | 0.95 | -8[20 µM]
5 | O=C(c1ccco1)n1nc(NCc2ccccc2)nc1NCc1ccccc1 | -19 | -3.0 | -1.2 | 0.014 | -18[20 µM]
6 | Cc1ccc(-n2cc(CNCCc3ncc(C)[nH]3)c(-c3ccc(F)cc3)n2)cc1 | -32 | 2.1 | 1.9 | · | -13
7 | Cc1ccc(-n2nnnc2SCC(=O)NNC(=O)c2ccco2)cc1C | 20 | 0.1 | 0.1 | · | -17
8 | O=C(O)c1ccccc1S(=O)(=O)NCC(O)COc1ccc(Br)cc1 (centres undefined) | -21 | -1.0 | 0.7 | 1.8 | -24[20 µM]
9 | CCCCC1(C)Cc2ccccc2C(=S)N1 (centres undefined) | 20 | -2.3 | -2.3 | -0.24 | -19[20 µM]
10 | Cc1cccc(N2C(=O)CC(N(C(=O)c3ccco3)c3cccc(C)c3)C2=O)c1 (centres undefined) | -1 | 0.3 | 0.8 | -0.11 | -15[20 µM]
11 | Cc1ccnc(NC(=O)c2cc(S(=O)(=O)N3CCCCC3)ccc2Cl)c1 | -18 | 0.0 | 0.7 | · | -18[20 µM]
12 | CCCCS(=O)(=O)/C=C\C=C/S(=O)(=O)CCCC | -46 | 3.9 | 1.5 | -1.6 | -11
13 | CN1C(=O)N(C)C2(c3ccccc3)NC(=O)NC12c1ccccc1 (centres undefined) | 1 | 0.7 | 0.8 | · | -20
14 | CC(=O)N(c1ccccc1)c1nc(/C=C/C(=O)Nc2c(C)cc(C)cc2C)cs1 | -14 | 2.1 | 0.7 | -0.49 | -8
15 | NS(=O)(=O)c1ccc(N2N=C(c3ccccc3)CC2c2ccc(F)cc2)cc1 (centres undefined) | i | -1.9 | -0.8 | -0.017 | -120[20 µM]

nr | PPC-1+TRAIL kill | Thrombin inh | Tb hexokinase | EBV gp42 block
1 | 6 | 6 | -22 | -34
2 | -16 | -1 | -2 | -7
3 | 8 | 4 | 4 | -21
4 | 2 | -5 | -2 | -14
5 | 20 | -2 | -5 | -15
6 | · | 0 | 7 | -11
7 | 0 | -2 | 3 | -28
8 | 7 | -5 | -5 | -16
9 | -10 | -3 | -8 | -11
10 | -2 | 2 | -7 | -11
11 | 7 | 2 | -4 | -7
12 | 33 | -6 | -1 | -25
13 | 3 | -9 | 5 | -10
14 | 7 | 0 | 25 | 7
15 | 0 | -39 | -18 | -11

Going on with the list:
nr | compound | m-calpain inh | TRPN1 ag | TRPML3 ag | KCC2 mod | Furin inhibitor
16 | COc1cc(S(=O)(=O)N2CCC(c3nc4ccccc4s3)CC2)ccc1S(=O)(=O)N1CC(C)CC(C)C1 (centres undefined) | 0 | -0.7 | 0.4 | 0.38 | -31[20 µM]
17 | O=C(COc1cccc(Br)c1)N/N=C/C(=O)c1ccccc1 | -13 | 0.8 | 0.3 | 5.9* | -13
18 | O=[N+]([O-])c1ccc(/C=C/C2=NN(c3ccccc3)C(c3ccco3)C2)o1 (centres undefined) | -30 | 23* | 21* | -0.75 | -20
19 | Cc1cc(NC(=O)CC(C)(C)C)nc2c1c(=O)oc1ccccc12 | -16 | 1.1 | 0.8 | 1.9 | -17[20 µM]
20 | O=c1oc2cc(OCc3nn[nH]n3)ccc2c2c1CCCC2 | -181 | -0.8 | 0.2 | 0.57 | -33
21 | O=C(COc1c(Cl)cccc1Cl)NN1C(=O)CSC1=S | -16 | 1.5 | 0.6 | -0.0026 | -24
22 | N#Cc1c(-c2ccccc2)cc(-c2ccco2)c(C#N)c1N | i | 1.2 | 0.7 | 0.19 | -17[20 µM]
23 | Cn1c(=O)c2c(ncn2CC(=O)OCC(=O)Nc2cccc(Cl)c2)n(C)c1=O | 2 | -0.1 | 0.8 | -0.69 | -6
24 | N#Cc1cc2c(=O)n3ccccc3nc2n(Cc2ccco2)c1=NC(=O)c1ccco1 | -73 | 0.0 | -0.1 | 0.0068 | -15
25 | O=C(NCCCNc1ccc([N+](=O)[O-])cc1Cl)c1ccccc1F | -11 | -1.6 | -0.7 | -2 | -14
26 | CC1(C)CC(=O)N(CC(=O)NCc2ccccc2)c2ccccc2S1(=O)=O | -33 | 1.6 | 0.0 | -1.1 | -10
27 | O=C(Nc1ccc(Cl)cc1)N1CCSCC1 | 6 | -0.7 | 0.8 | 0.57 | -7[20 µM]
28 | NS(=O)(=O)c1ccc(N/N=C/c2cn(-c3ccccc3)nc2-c2cccs2)cc1 | -88 | 1.1 | 0.1 | 0.6 | -2
29 | CSc1nc(=S)cc(C)[nH]1 | 13 | -1.6 | -0.5 | 16* | -8
30 | O=C(NCCc1ccccc1)C1CCN(S(=O)(=O)N2CCC3(CC2)OCCO3)CC1 | 7 | -0.5 | 0.8 | -0.94 | -12[20 µM]

nr | PPC-1+TRAIL kill | Thrombin inh | Tb hexokinase | EBV gp42 block
16 | 8 | 3 | 9 | -2
17 | -16 | -12 | 1 | 5
18 | -9 | 3 | 1 | -26
19 | 10 | 1 | -2 | -28
20 | 7 | 2 | -11 | 0
21 | 31 | -9 | -1 | -14
22 | 18 | -7 | -27 | -24
23 | 5 | -5 | 0 | -7
24 | 18 | -13 | 22 | -19
25 | 17 | 4 | -3 | -11
26 | 10 | -8 | -1 | 1
27 | 6 | -7 | 4 | -10
28 | 23 | -8 | -5 | -2
29 | 4 | -6 | -7 | -6
30 | -2 | -9 | 2 | -23

(cont.)
nr | compound | m-calpain inh | TRPN1 ag | TRPML3 ag | KCC2 mod | Furin inhibitor
31 | Cc1nc2ccccc2n1CC(O)Cn1c2ccccc2c2ccccc21 (centres undefined) | -58 | 0.1 | 0.8 | · | -8[20 µM]
32 | Cc1ccc(Nc2nnc(SC3CCOC3=O)s2)cc1 (centres undefined) | 10 | -0.2 | 0.3 | -3.2 | -17
33 | COc1ccc(NC(=O)Cn2nc(C(F)(F)F)c3c2CCCC3)c(OC)c1 | -23 | -1.0 | -0.1 | -0.5 | -15[20 µM]
34 | CCn1c(Cl)c(C=O)s/c1=N\S(=O)(=O)c1ccccc1 | 18 | 0.5 | 1.5 | -2.1 | 9
35 | Cc1ccc(C(=O)OCC(=O)NC(=O)c2cccn2C)cc1[N+](=O)[O-] | 1 | 2.1 | 1.2 | 1.1 | -27
36 | CC(C)C(C(=O)Nc1nccs1)c1ccccc1 (centres undefined) | 6 | 0.7 | 0.0 | -0.18 | -12
37 | CC1CCC2(CC1)NC(=O)N(CC(=O)NCc1ccc3c(c1)OCO3)C2=O (centres undefined) | -25 | 0.8 | 1.0 | 0.27 | -20
38 | O=C(c1ccc(Cl)cc1)c1ccc(OCC(=O)N2CCOCC2)cc1 | -3 | 0.2 | -0.3 | 1 | -22
39 | CCOC(=O)c1cnn2c(C(F)(F)F)cc(-c3ccco3)nc12 | i | 0.0 | 0.3 | -0.48 | -24
40 | COCCNC(=S)c1ccc(Br)cc1 | -7 | -1.0 | -0.3 | 0.46 | -15
41 | NC(=O)c1ncc(C(F)(F)F)cc1Oc1ccc(F)cc1 | 28 | -0.7 | 0.7 | -0.99 | -26[20 µM]
42 | CCOC(=O)C1(Cc2ccccc2)CCCN(Cc2ccncc2)C1 (centres undefined) | 14 | -0.1 | 0.4 | -2.3 | -13
43 | Clc1cc(CSc2ccccc2)nc(-c2ccccc2)n1 | 17 | 1.8 | 0.7 | 0.38 | -17[20 µM]
44 | CC1CCN(c2oc(Cc3cccc4ccccc34)nc2C#N)CC1 | 10 | -1.5 | -0.8 | · | -8
45 | CN(C(=O)c1ccccn1)c1nnc(-c2cnccn2)s1 | -6 | -0.2 | 0.3 | · | 4
46 | Cc1ccc(C(C(=O)Nc2ccc3c(c2)OCO3)N(C)C(=O)/C=C\c2ccc3c(c2)OCO3)cc1 (centres undefined) | -22 | -0.9 | 0.3 | 0.088 | -7
47 | O=C(Nc1cccc(C(F)(F)F)c1)c1cc2c(=O)c3ccccc3oc2nc1C(F)(F)F | -59 | 0.8 | 0.2 | 0.72 | 0[20 µM]

nr | PPC-1+TRAIL kill | Thrombin inh | Tb hexokinase | EBV gp42 block
31 | 41 | 0 | -21 | 1
32 | -5 | -3 | -6 | -12
33 | 4 | -3 | -10 | -5
34 | 23[5 µM] | -6 | -28 | 3
35 | -15 | -7 | -8 | -12
36 | 13 | 2 | 12 | 4
37 | 11 | 4 | -8 | -31
38 | · | 0 | -7 | -28
39 | 5 | 3 | -15 | -12
40 | 10 | 2 | -10 | -1
41 | -13 | 2 | 1 | 16
42 | -7 | -15 | -4 | 9
43 | 12 | -7 | 2 | -18
44 | 5 | -1 | 4 | -9
45 | -1 | -3 | -30 | -27
46 | 8 | -9 | -16 | 14
47 | 12 | -5 | 2 | 0

Profiles as entered above. Order of screens: m-calpain inh	TRPN1 ag	TRPML3 ag	KCC2 mod	Furin inhibitor	PPC-1+TRAIL kill	Thrombin inh	Tb hexokinase	EBV gp42 block
Results for Cn1c(=O)c2c(ncn2CC(=O)OCC(=O)Nc2cccc(Cl)c2)n(C)c1=O → 2	-0.1	0.8	-0.69	-6	5	-5	0	-7
Results for Cc1cc(NC(=O)CC(C)(C)C)nc2c1c(=O)oc1ccccc12 → -16	1.1	0.8	1.9	-17[20 µM]	10	1	-2	-28

Quoted at random: 3 compounds from above, in no set order.
nr | compound | m-calpain inh | TRPN1 ag | TRPML3 ag | KCC2 mod | Furin inhibitor
37 | CC1CCC2(CC1)NC(=O)N(CC(=O)NCc1ccc3c(c1)OCO3)C2=O (centres undefined) | -25 | 0.8 | 1.0 | 0.27 | -20
36 | CC(C)C(C(=O)Nc1nccs1)c1ccccc1 (centres undefined) | 6 | 0.7 | 0.0 | -0.18 | -12
42 | CCOC(=O)C1(Cc2ccccc2)CCCN(Cc2ccncc2)C1 (centres undefined) | 14 | -0.1 | 0.4 | -2.3 | -13

nr | PPC-1+TRAIL kill | Thrombin inh | Tb hexokinase | EBV gp42 block
37 | 11 | 4 | -8 | -31
36 | 13 | 2 | 12 | 4
42 | -7 | -15 | -4 | 9
